Compound activity as filed in PubChem BioAssay.
CaV13 FRET inh = Disruptors of the CACNA1D IQ motif to Ca2+-dependent inactivation inhibitor domain association, primary screening, Förster resonance energy transfer in intact living …; HEK cells, CFP/YFP FRET ICDI-IQ, plate reader, 10 min; percent FRET-ratio fall versus neutral wells; hit rate 0.098% among 340,000; inhibition, % at 12.3 µM;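 active = mean replicate inhibition of at least 30% and at least 1% of replicates passing that level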;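 also: 0% = median of the neutral control wells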
* marks the source's active call; other numbers are inactive results. Some of the compounds tested, so the mix of outcomes need not match the whole.

For C[C@@H]1CNCCN1c1ccc(N2CC[C@@H](O)C2)c(C#N)c1 the results were CaV13 FRET inh -13.
COCCCn1c(N)c(C(=O)NCc2ccco2)c2nc3ccccc3nc21 was read as CaV13 FRET inh 0.
O=C(NCCN1CCC2(CC1)C(=O)NCN2c1ccccc1)c1ccc(OC(F)(F)F)cc1 was read as CaV13 FRET inh -9.
`O=C1NC(=O)C2(Cc3ccccc3N3CCCC32)C(=O)N1c1ccc(Cl)cc1` (stereo unspecified) gave CaV13 FRET inh -4.
`c1ccc2nc(OCCN3CC3)ccc2c1` gave CaV13 FRET inh -3.
Screening N/C(=N\[N+](=O)[O-])N1CCN(C(=O)c2ccccc2)CC1 returned CaV13 FRET inh -4.
COc1ccc(OC(=O)N(C)C[C@H]2OCc3cnnn3CCCC(=O)N([C@@H](C)CO)C[C@@H]2C)cc1 was read as CaV13 FRET inh -3.
`O=C(NC1CCCCC1)N1Cc2ccc(Br)cc2-n2nncc2C1` gave CaV13 FRET inh -4.
Screening Cc1sc(-n2c(C)cc(C=C3C(=O)NC(=O)NC3=O)c2C)c(C#N)c1C returned CaV13 FRET inh -3.
`COC(=O)Cn1cc(C=C2C(=O)N(C)C(=O)N(C)C2=O)c2ccccc21` gave CaV13 FRET inh -21.
O=C(NCCN1CCC2(CC1)C(=O)NCN2c1ccccc1)c1cccnc1Cl was read as CaV13 FRET inh -13.
`Cc1ccc(-n2c(/C=C/c3ccc4c(c3)OCO4)nc3ccccc3c2=O)cc1` gave CaV13 FRET inh -11.
Screening CCN1CCN(Cc2cc(C(C)(C)C)c(O)c(C(C)(C)C)c2)CC1 returned CaV13 FRET inh -4.
Nc1c(Br)cc2c3c(cccc13)-c1ccccc1-2 was read as CaV13 FRET inh -17.
Screening C[C@@H]1CNCCN1c1ccc(N2CC[C@H](O)C2)c(C#N)c1 returned CaV13 FRET inh -6.
For O=C(NCCN1CCC2(CC1)C(=O)NCN2c1ccccc1)c1ccc(Cl)cc1 the results were CaV13 FRET inh -10.

Filtered by structure, those above with nitrogen in an aromatic ring (8)
COCCCn1c(N)c(C(=O)NCc2ccco2)c2nc3ccccc3nc21 was read as CaV13 FRET inh 0.
`c1ccc2nc(OCCN3CC3)ccc2c1` gave CaV13 FRET inh -3.
COc1ccc(OC(=O)N(C)C[C@H]2OCc3cnnn3CCCC(=O)N([C@@H](C)CO)C[C@@H]2C)cc1 was read as CaV13 FRET inh -3.
`O=C(NC1CCCCC1)N1Cc2ccc(Br)cc2-n2nncc2C1` gave CaV13 FRET inh -4.
Screening Cc1sc(-n2c(C)cc(C=C3C(=O)NC(=O)NC3=O)c2C)c(C#N)c1C returned CaV13 FRET inh -3.
`COC(=O)Cn1cc(C=C2C(=O)N(C)C(=O)N(C)C2=O)c2ccccc21` gave CaV13 FRET inh -21.
O=C(NCCN1CCC2(CC1)C(=O)NCN2c1ccccc1)c1cccnc1Cl was read as CaV13 FRET inh -13.
`Cc1ccc(-n2c(/C=C/c3ccc4c(c3)OCO4)nc3ccccc3c2=O)cc1` gave CaV13 FRET inh -11.
